# TcdB inh: TcdB glycohydrolase inhibitors, primary screen, biochemical, single point, plate reader; 0.24% of 350,000 active; inhibition, % at 9.99 µM; TcdB glycohydrolase enzymatic assay; in the data active = inhibition above about 10%
# PfHsp40 rescue: rescue of yeast from PfHsp40 toxicity, primary screen, S. cerevisiae, ATP luminescence. S. cerevisiae expressing PfHsp40, growth rescue. growth rescue, % at 12.5 µM. 0.68% of 340,000 active; in the data active = growth rescue above about 28%, passing the limit was not always enough; inconclusive = no clear call, values can overlap the other calls;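 also: yeast W303a lacking pdr1 and pdr3 grown in galactose medium; growth measured after three days at 30 °C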
# CCHF vOTU inh: CCHFV vOTU protease inhibitors, primary screen, biochemical, Pep-AMC substrate, fluorescence. inhibition, % at 11.5 µM. 0.55% of 370,000 active; in the data active = inhibition above about 30%; also: 0% = vehicle wells with enzyme and 100% = no enzyme wells
# Yp Topo-I inh: Yersinia pestis topoisomerase I inhibitors, primary screen, biochemical, cleavage product accumulation, plate reader, single point | AID 504884, 2011 | 0.064% of 360,000 active | activity, % at 10 µM | Y. pestis Topo-I cleavage product accumulation; in the data active = activity above about 50%, passing the limit was not always enough; inconclusive = no clear call, values can overlap the other calls; also: inactives centre near 2
# BoNT-F LC inh: BoNT/F light chain protease inhibitors, primary screen, biochemical, flow cytometry, MLPCN library; Botulinum neurotoxin type F light chain protease (Clostridium botulinum); 0.22% of 360,000 active; Multiplex microsphere protease cleavage assay; inhibition, % at 10 µM; in the data active = inhibition above about 35%, passing the limit was not always enough; inconclusive = no clear call, values can overlap the other calls; also: plate controls were buffer without enzyme for full effect and enzyme alone for no effect
# Anthrax LF inh2: Bacillus anthracis LF protease inhibitors, primary screen, biochemical, multiplex microsphere, MLPCN library; Lethal factor (Bacillus anthracis), P15917; inhibition, % at 10 µM; multiplex microsphere protease cleavage assay; 0.12% of 360,000 active; AID 588501, 2011; also: plate controls were buffer without enzyme for full effect and enzyme alone for no effect
# Target sequence (P15917 whole entry, looked up): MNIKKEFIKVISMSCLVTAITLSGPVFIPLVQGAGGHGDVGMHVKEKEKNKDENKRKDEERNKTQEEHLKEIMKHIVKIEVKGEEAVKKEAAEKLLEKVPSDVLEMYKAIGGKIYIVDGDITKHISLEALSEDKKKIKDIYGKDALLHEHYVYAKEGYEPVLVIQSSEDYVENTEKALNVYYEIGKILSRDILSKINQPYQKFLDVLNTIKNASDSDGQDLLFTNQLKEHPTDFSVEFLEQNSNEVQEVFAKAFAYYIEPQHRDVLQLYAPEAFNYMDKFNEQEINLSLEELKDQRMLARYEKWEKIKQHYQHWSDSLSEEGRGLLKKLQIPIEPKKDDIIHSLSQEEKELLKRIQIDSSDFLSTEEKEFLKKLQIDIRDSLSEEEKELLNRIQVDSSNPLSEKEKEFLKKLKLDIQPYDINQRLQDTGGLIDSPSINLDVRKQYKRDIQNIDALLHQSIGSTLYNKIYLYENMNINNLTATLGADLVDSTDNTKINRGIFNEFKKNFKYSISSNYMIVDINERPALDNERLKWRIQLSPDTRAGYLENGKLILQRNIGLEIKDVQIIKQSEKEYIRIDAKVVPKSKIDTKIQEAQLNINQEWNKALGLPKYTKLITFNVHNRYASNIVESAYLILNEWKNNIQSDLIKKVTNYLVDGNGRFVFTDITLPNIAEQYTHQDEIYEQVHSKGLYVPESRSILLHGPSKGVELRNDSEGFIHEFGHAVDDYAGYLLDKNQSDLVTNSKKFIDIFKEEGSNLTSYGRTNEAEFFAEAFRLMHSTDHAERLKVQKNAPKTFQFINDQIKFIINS
# BoNT-A LC inh2: BoNT/A light chain protease inhibitors, primary screen, biochemical, flow cytometry, MLPCN library. multiplex microsphere protease substrate cleavage. inhibition, % at 10 µM. 0.17% of 360,000 active. AID 588499, 2011; also: plate controls were buffer without enzyme for full effect and enzyme alone for no effect
# FadD28 binding: inhibitors of FadD28 bisubstrate probe binding, primary screen, biochemical, fluorescence polarization, single point. inhibition, % at 12.5 µM. 0.22% of 360,000 active. AID 588549, 2011; in the data active = inhibition above about 8.5%, passing the limit was not always enough; inconclusive = no clear call, values can overlap the other calls
# PrPC TRFRET: inhibitors of human cell surface prion protein PrPC, primary screen, cell-based, TR-FRET | 0.43% of 370,000 active | TR-FRET read-out | inhibition, % at 13.8 µM | AID 720596, 2013; in the data active = inhibition above about 24%; also: 0% = median of the test wells and 100% = reference compound wells
# * hit, by the source's call; u = inconclusive; x = not tested or not shown; & = joins results of further samples. Rule as the data show it, unless noted: active = inhibition above about 30%; inconclusive = no clear call, values can overlap the other calls; inactive = below that.
SMILES,TcdB inh,PfHsp40 rescue,CCHF vOTU inh,Yp Topo-I inh,BoNT-F LC inh,Anthrax LF inh2,BoNT-A LC inh2,FadD28 binding,PrPC TRFRET
OC(c1cccc(CN2CCCCC2)c1)c1ncc(-c2cccc(C(F)(F)F)c2)[nH]1 (stereo not drawn),1.0,x,0,-14,-10,-3,-0.5,-4.5,-15
CCSc1nnc(NC(=O)C(CC)(C(F)(F)F)C(F)(F)F)s1,x,0.3,-4,-4,-11,-2,-0.8,-1.1,3
NS(=O)(=O)c1cccc(Nc2nc3ccccc3nc2NS(=O)(=O)c2ccc(Cl)cc2)c1,0.1,-2.1,20,5,-7,-9,-0.2,u,8
CC(=NNc1nc2ccccc2s1)c1ncccn1,0.5,23,-3,6,-2,7,2.3,-3.5,16
CCN(CC)S(=O)(=O)c1ccc2c(c1)c(=O)c(C(=O)NCCOC)cn2C,x,-1.1,8,2,-3,-12,-0.8,-5.2,-1
C[C@H](CO)N1C[C@H](C)[C@H](CN(C)S(=O)(=O)c2ccccc2F)OCc2cnnn2CCCC1=O,3.1&-0.8&-0.4,x,7,-1,-4,2,-0.5,-1.1,2
COc1cc(NC(=O)c2cc3ccccc3o2)c(OC)cc1Br,x,0.1,11,2,-4,5,0.7,-3.8,3
COCC(=O)N(C)c1nnc(-c2cnccn2)s1,x,9.6,8,6,-1,-2,0.2,-0.1,-5
O=C(CC1C(=O)NCCN1Cc1ccoc1)NCCCn1ncc2ccccc21 (stereo not drawn),1.0,-0.8,-5,7,-1,-7,1.0,-1.8,9
O=C(CCCNS(=O)(=O)c1cccs1)N1CCc2ccccc2C1,x,-0.8,-12,3,4,5,0.0,-2.5,-5
O=C(O)CSCC(=O)N1CCCN(c2nccc(C(F)(F)F)n2)CC1,0.2,-1.8,-6,-1,4,10,-2.0,-3.6,1
COc1cccc2cc(-c3ccccc3)c(=O)oc12,0.4,0.2,6,-3,2,-4,-0.3,-0.7,-20
O=c1oc2cccnc2n1CCS(=O)(=O)c1ccc(F)cc1,1.3,-1.0,-12,-10,6,1,0.3,0.0,6
COCCNC(=O)c1ccc2c(=O)n(Cc3ccco3)c(SCC(=O)NC3CCCCC3)nc2c1,x,-0.4,-4,5,2,-14,-0.8,-1.9,-8
CCCc1ccc(C(=O)CCC(=O)O)cc1,x,1.3,10,5,5,2,0.2,-3.6,7
CC1CCCC(C)N1C(=O)COC(=O)Cc1c[nH]c2ccccc12 (stereo not drawn),2.5,0.0,2,0,3,5,-7.8,-0.5,-1
CCCC(C)NC(=O)/C=C/c1cccc([N+](=O)[O-])c1 (stereo not drawn),x,1.4,7,-6,-13,1,-0.1,-3.1,-18
CCNC(=S)N=Nc1c(O)[nH]c2ccc(C(C)C)cc12,-0.5,-1.7,-2,-3,-9,-1,-0.3,0.1,-6
CC(C)(C)c1ccc(/C=N/Nc2cccc(C(=O)O)c2)cc1,-3.4,0.9,-3,-7,-7,0,-0.9,1.7,-5
COCCn1c(N)c(N(Cc2ccccc2)C(=O)c2cc(=O)[nH]c3ccccc23)c(=O)[nH]c1=O,0.9,-0.8,9,-5,-12,-4,-4.1,-3.0,7
COc1ccc(/C=N/n2cncn2)cc1CSc1ccccn1,x,-0.5,3,9,9,2,0.3,-2.3,-4
Cc1ccc(-n2[nH]c3c4c(ccc3c2=O)C(=O)c2ccccc2C4=O)cc1,1.4,-1.8,2,-6,-7,-2,-0.8,-3.3,-9
Cc1ccc(S(=O)(=O)N2CCN(C(=O)COC(=O)Cc3ccc(Cl)cc3)CC2)c(C)c1,1.2,3.6,18,32,-4,-5,-4.1,x,4
CCn1cc(C(=O)NC2CCCCCC2)c(=O)c2cc(S(=O)(=O)N3CCCCC3)ccc21,0.0,-1.4,7,0,-4,-5,-0.2,-1.2,6
CC(=O)c1ccc(NC(=O)c2ccc(S(=O)(=O)c3ccccc3)cc2)cc1,x,-1.2,7,0,31,0,3.5,-1.2,1
CC(C)c1ccc(/C=N/Nc2ccc(C(=O)O)cc2)cc1,-0.7,-0.4,22,-8,-9,-1,0.6,0.9,13
CC(Cc1c[nH]c2ccccc12)NC(N)=O (stereo not drawn),-1.1,0.8,-6,-9,-2,-6,-0.7,-1.2,0
CCc1cccc(NC(=O)CSCc2cc(=O)[nH][nH]2)c1,x,-1.2,-1,-5,-6,-6,-0.6,0.5,7
COc1ccc(CCN(Cc2cccs2)S(=O)(=O)c2ccc(C(=O)O)cc2)cc1OC,-2.0,-1.3,4,-8,-9,-4,-0.4,-2.5,7
O=S(=O)(N/N=C/c1ccc2c(c1)OCO2)c1ccc(Br)cc1,-0.3,0.5,9,5,15,6,11,0.6,1
CSc1nc2ccc(NC(=O)CS(=O)(=O)c3ccccc3)cc2s1,2.5,x,11,6,-4,4,0.1,-0.4,2
CN1CCc2c(sc3c2c(=O)n(-c2ccccc2)c2n[nH]c(=S)n32)C1,x,-0.4,-8,9,-2,-2,-1.2,-0.2,-15
CCOC(=O)C(C)(C)Sc1nc2c(cnn2-c2ccc(F)cc2)c(=O)[nH]1,1.0,-0.4,13,0,2,-4,0.8,-3.7,-1
Cc1cccc(C(=O)Nc2cc(=O)n(C)c(=O)n2C)c1,0.9,-0.1,0,-1,-4,3,-0.6,0.5,-4
CC1(C)C(=O)N(CCN2CCC(C(=O)c3ccc(F)cc3)CC2)c2ccccc21,1.7,-2.3,7,18,-11,-19,-1.0,0.4,2
NS(=O)(=O)c1ccc(NCc2c(F)cccc2Cl)cc1,x,0.1,-5,-12,46*,-8,38*,0.9,8
O=C(OCc1nc2ccccc2[n+]([O-])c1C(=O)c1ccccc1)c1cccnc1,-0.3,-0.7,0,2,u,-3,0.2,-2.5,-28
COc1ccccc1C(=O)Nc1cc2c(cc1C(=O)O)OCCCO2,-1.2,-1.2,19,-4,-4,-19,-4.6,0.0,2
COn1c(=O)c(-c2ccc(Cl)cc2)[n+]([O-])c2ccccc21,x,0.2,1,1,14,6,1.4,1.2,-35
CCn1c(Oc2ccccc2)nc2c1c(=O)n(C)c(=O)n2C,1.2,0.6,-6,-2,30,5,-2.7,-2.1,-3
CC(C)C(C(=O)NC1=NCCS1)c1ccc(Cl)cc1 (stereo not drawn),1.2,-0.7,-19,17,-4,-3,-0.3,-10,7
CSCCC(NC(=O)c1ccccc1Br)C(=O)Nc1ccc(C)cc1 (stereo not drawn),1.5,-1.2,-5,4,-9,-1,-1.3,-2.3,4
Cn1c(CN2CCOCC2)nnc1SCC(=O)NCCc1ccccc1,x,-1.2,-20,-4,1,-12,-0.1,-2.2,6
Cn1c(=O)c2cc(NC(=O)CCc3cccnc3)ccc2n1Cc1cccc(C(F)(F)F)c1,0.6,x,-110,8,-3,2,0.1,0.8,7
COc1cc(OC)cc(C(=O)OCC(=O)c2cc(C)n(CC3CCCO3)c2C)c1 (stereo not drawn),-0.5,2.1,16,28,-7,-11,0.2,-1.4,-2
Cc1onc(-c2ccccc2)c1C(=O)N1CCN(S(=O)(=O)c2ccccc2C(F)(F)F)CC1,0.1,1.0,14,4,-13,-4,0.0,-2.0,-5
COc1ccc(/C=C2\Oc3cc(OCC(=O)N4CCC[C@H]4CO)ccc3C2=O)c(OC)c1,x,0.6,x,20,-7,-6,-0.1,-4.1,x
COc1cccc(C(C)(O)c2nc(-c3cc(F)cc(F)c3)cs2)c1 (stereo not drawn),-1.5,x,5,8,1,-4,-0.1,-5.6,-2
CCc1nnc(NC(=O)COc2ccccc2[N+](=O)[O-])s1,0.8,0.0,5,1,u,30*,-6.5,1.5,-5
CCC(CC)NC(=O)CCCSc1nc2ccccc2[nH]1,-0.5,0.8,-17,-7,-19,-8,-2.5,-0.9,4

# Next part
SMILES,TcdB inh,PfHsp40 rescue,CCHF vOTU inh,Yp Topo-I inh,BoNT-F LC inh,Anthrax LF inh2,BoNT-A LC inh2,FadD28 binding,PrPC TRFRET
COc1ccc(CNC(=O)CCNC(=O)c2ccco2)cc1OC,-0.3,-1.2,-5,9,9,2,4.4,-1.3,-1
O=C(C[C@@H]1C/C=C/CCCC(=O)O[C@H](c2ccccc2)CNC1=O)NCCO,1.0,-1.1,-5,-1,-11,-1,-0.7,-0.3,5
CC(=O)c1ccc(NC(=O)C2CC(=O)Nc3nc4ccccc4n32)cc1 (stereo not drawn),0.4,-0.4,7,-8,0,-6,-0.4,-1.4,6
O=C(CN(Cc1cccs1)C(=O)CSc1nnc(COc2ccccc2)o1)NC1CCCCC1,x,-0.6,4,0,3,7,0.2,1.9,4
C/C(=N\N=C(N)N)c1ccc(Cl)cc1,x,-1.9,-17,1,-11,0,-0.6,-1.3,-9
COc1ccccc1-c1cc(NC=O)c2ncc(-c3cccc(C(F)(F)F)c3)n2c1,0.1,x,5,13,-7,-7,-0.5,-1.7,-8
O=C(O)CCC(=O)N1N=C(c2ccc(Br)cc2)CC1c1ccc(Br)cc1 (stereo not drawn),1.9,0.6,6,22,-17,-6,1.3,0.8,4
COc1ccc(CC(=O)OCC(=O)Nc2c(C)n(C)n(-c3ccccc3)c2=O)cc1,x,1.0,-4,-3,-8,5,-0.2,-1.8,-4
O=C(C1CCC1)N1CCN(c2ccccc2)CC1,0.4,-1.5,-2,-1,8,4,-1.5,-0.5,4
CC1Oc2ccc(C#N)cc2N(Cc2cccc(F)c2)C1=O (stereo not drawn),0.2,x,-2,-9,-6,-2,0.3,-1.5,-1

# Overlap with the part before: 7 entries, followed by the next part.
SMILES,TcdB inh,PfHsp40 rescue,CCHF vOTU inh,Yp Topo-I inh,BoNT-F LC inh,Anthrax LF inh2,BoNT-A LC inh2,FadD28 binding,PrPC TRFRET
O=C(CN(Cc1cccs1)C(=O)CSc1nnc(COc2ccccc2)o1)NC1CCCCC1,x,-0.6,4,0,3,7,0.2,1.9,4
C/C(=N\N=C(N)N)c1ccc(Cl)cc1,x,-1.9,-17,1,-11,0,-0.6,-1.3,-9
COc1ccccc1-c1cc(NC=O)c2ncc(-c3cccc(C(F)(F)F)c3)n2c1,0.1,x,5,13,-7,-7,-0.5,-1.7,-8
O=C(O)CCC(=O)N1N=C(c2ccc(Br)cc2)CC1c1ccc(Br)cc1 (stereo not drawn),1.9,0.6,6,22,-17,-6,1.3,0.8,4
COc1ccc(CC(=O)OCC(=O)Nc2c(C)n(C)n(-c3ccccc3)c2=O)cc1,x,1.0,-4,-3,-8,5,-0.2,-1.8,-4
O=C(C1CCC1)N1CCN(c2ccccc2)CC1,0.4,-1.5,-2,-1,8,4,-1.5,-0.5,4
CC1Oc2ccc(C#N)cc2N(Cc2cccc(F)c2)C1=O (stereo not drawn),0.2,x,-2,-9,-6,-2,0.3,-1.5,-1
FC(F)(F)c1cccc(-c2nc3nc(Cl)c(Cl)nc3[nH]2)c1,1.0,0.1,x,-5,12,-2,-0.4,-5.3,x
CCc1ccc(NC(=O)CN(c2ccccc2)S(=O)(=O)N(C)C)cc1,1.4,-1.2,9,1,-5,4,-0.9,-0.4,0
Cc1cc[n+]2c3c(cccc13)CCC2,x,-0.7,-4,8,-5,-12,-0.2,-3.0,4
CCN(CC(=O)NCc1ccc(F)cc1)CC(O)COCc1cccc(OC)c1 (stereo not drawn),x,6.1,6,14,15,-4,-0.3,-2.7,2
CCOc1cc(S(=O)(=O)N2CCN(S(=O)(=O)CC)CC2)c(OCC)cc1-n1cnnn1,1.1,1.5,5,-10,-5,-6,0.5,-4.3,6
CC1CC(C)(C)NC(=S)N1CC(=O)NCc1ccc(Cl)cc1 (stereo not drawn),4.1,-0.5,-2,3,47*,0,4.3,0.8,-1
COc1ccccc1/C=C(/C(=O)OCC(=O)N(C)Cc1ccccc1)c1ccccc1,x,0.0,5,48,-2,-2,0.4,-2.2,-3
Cc1ccc(-c2nc(C)sc2CC(=O)O)cc1,x,-1.0,-3,-10,-8,-8,-0.7,-0.8,-8

# Outcome played no part in choosing rows; any-hit rate near 2.3%.
